# GLP-1R agonist = agonists of human GLP-1 receptor. P43220. HEK293 GLP-1R CRE-luciferase, luminescence, 4-6 h; cells express a hypersensitive GLP-1R form. AID 624172. Potency, µM (titrated, usually from 45.6 µM), for inactives: at the highest dose activation, most hits filed as activators. 380,000 tested, 0.007% active; also: potency is read from the fitted curve at half-maximal effect; % of control where 0% means no effect
# D3 antag = antagonists of human D3 dopamine receptor; max response, negative = inhibition, %; D3R cells, DiscoveRx beta-arrestin luminescence, antagonist mode; hits give low values; P35462; 360,000 tested, 2.5% active; AID 652054; in the data active = max response below about -50%; inconclusive = no clear call, values can overlap the other calls; also: % is scaled to controls: 0 for no effect and ±100 for the full control effect; mostly tested at two doses, the higher about 12 µM
#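 Cells plated overnight at 1500 cells/well, then exposed to library compounds with dopamine controls for 90 minutes at 37 degrees C. DiscoveRx reagent added for 30–60 minutes at room temperature; luminescence read, quantitative HTS format.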
# PI5P4K alpha inh = inhibitors of human PI5P4K alpha. 330,000 tested, 1.2% active. PI5P4Kalpha enzyme, ADP-Glo luminescence, 60 min; hits give low values. AID 652105. max response, %. P48426; active = max response of -50% or lower; inconclusive = between -30% and -50%; inactive = -30% or higher; also: value at the top dose of about 77 µM; % is scaled to controls: 0 for no effect and ±100 for the full control effect
#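 Reactions run in 0.038 M HEPES pH 7.4, 0.28 mM EGTA, 0.1% CHAPS and 5% DMSO, with PI5P4Kalpha, substrate, compound and 5 microM ATP final, one hour at room temperature. Readout is ADP-Glo luminescence.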
# IL-2 act = activates IL-2 in a cell-based reporter assay; AID 652025; activation, % (series mostly up to about 46 µM); 360,000 tested, 0.065% active; IL-2 activation reporter assay, cell-based qHTS; stimulated with anti-CD3/CD4/CD28 beads; in transgenic mouse T cells; in the data active = activation above about 50%; inconclusive = mostly about 30% to 49%; also: 0% is about no effect
#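 Readout is EGFP and DsRed signal by fluorescent plate cytometry after 18 h at 37 degrees C. Transgenic mouse T cells (750/well) received compound for 60 min before bead stimulation (anti-CD3, anti-CD4, anti-CD28); memory T cells served as non-tolerant control.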
# D3 ag = D3 dopamine receptor (human) agonism. 410,000 tested, 0.58% active. D3R DiscoveRx beta-arrestin cells, luminescence, 90 min. P35462. AID 652048. max activation, %; in the data active = max activation above about 30%; also: 0% is about no effect; mostly tested at two doses, the higher about 12 µM
#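 Cells at 1500/well, incubated overnight, then treated with pinned compounds (dopamine as control) for 90 min at 37 degrees C. DiscoveRx reagent added for 30 - 60 minutes at room temperature; luminescence read.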
# GLP1R cytotox = cytotoxicity counter-screen for GLP-1 receptor inverse agonists; HEK293 cAMP-luciferase reporter cells, luminescence, 24 h; Potency, µM (series often up to 38.3 µM), without a hit: at the highest dose activity change, negative = inhibition, actives largely listed as inhibitors; 410,000 tested, 0.13% active; AID 624418;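 also: loss of luciferase light is scored as toxicity; potency is read from the fitted curve at half-maximal effect; % is scaled to controls: 0 for no effect and ±100 for the full control effect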
#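 A 23 nL compound transfer followed 12 hours of cell culture at 37 deg C; exposure then lasted 24 hr. Luciferase assay detection reagent was dispensed and plates read for luminescence after a 12 min room-temperature wait.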
# GLP-1R inv ag = inverse agonists of human GLP-1 receptor; 410,000 tested, 1.6% active; HEK293 GLP-1R CRE-luciferase, luminescence, 24 h; GLP-1R form is constitutively active; Potency, µM (series often up to 38.3 µM), for inactives: at the top dose activity change, negative = inhibition, actives largely listed as inhibitors; also: potency is read from the fitted curve at half-maximal effect; % is scaled to controls: 0 for no effect and ±100 for the full control effect; nearly all actives have a fitted effect of over 55% in size
#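 Inverse agonists were sought by their lowering of basal cAMP reporter luciferase output in HEK293 cells stably carrying constitutively active human GLP-1R, after 24 h compound treatment.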
# PLK1 PBD block = blocks phosphopeptide binding to human PLK1 polo-box domain; P53350; Plk1 PBD binding of FITC phosphopeptide, fluorescence polarization; Potency, µM, without a hit: max response, negative = inhibition, hits mostly inhibitors; 360,000 tested, 2.8% active; AID 720504; also: potency is read from the fitted curve at half-maximal effect; series mostly up to about 57 µM; % is scaled to controls: 0 for no effect and ±100 for the full control effect; nearly all actives have a fitted effect of over 65% in size
# WRN helicase inh = WRN helicase (human) inhibition; Q14191; WRN helicase unwinding, fluorescent forked duplex, kinetic; Potency, µM (series often up to 114 µM), without a hit: at the highest dose activity change, negative = inhibition, actives largely listed as inhibitors; 360,000 tested, 0.46% active; also: potency is read from the fitted curve at half-maximal effect; % is scaled to controls: 0 for no effect and ±100 for the full control effect; nearly all actives have a fitted effect of over 55% in size
#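 Fluorescence dequenching readout, ex 525 nm/em 598 nm, kinetic mode: forked duplex DNA (100 nM final) with adjacent fluorophore and quencher unwound by WRN (20 nM final) with 2 mM ATP. Compound preincubation 15 min, room temperature.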
# * marks the source's active call; other numbers are inactive results; ? = inconclusive; · = not tested or not shown; [ ] = dose if it differs, or a comment. Unless noted, calls follow the shape of the dose curve; as a rule, active = well fitted curve in the direction sought with a large enough effect; inconclusive = small, poorly fitted or top-dose-only effect, or another doubt; inactive = no such curve, though single readings can be large; an effect the other way counts as inactive or inconclusive.
compound	GLP-1R agonist	D3 antag	PI5P4K alpha inh	IL-2 act	D3 ag	GLP1R cytotox	GLP-1R inv ag	PLK1 PBD block	WRN helicase inh
Cc1ccc(S(=O)(=O)NCCOc2nc(N(C)C)nc(N(C)C)n2)cc1	12%	4	-21	-2.1	8	-3%	0%	24µM*	-1%
CCCN1CC(=O)N2C(c3ccccc3)c3[nH]c4ccccc4c3C[C@H]2C1=O (stereo not given in full)	11%	-3	5	-0.6	-1	-5%	?	-5%	-6%
C[C@H](CO)N1C[C@H](C)[C@@H](CN(C)S(=O)(=O)c2cccc(F)c2)OCc2cn(nn2)CCCC1=O	5%	1	-1	-0.7	-4	0%	9%	?	7%
CCC(CC)c1nnc(NC(=O)C2CCCO2)s1 (stereo not given)	5%	0	-6	-0.2	2	-20%	7%	-29%	-12%
CCCN(CCC)S(=O)(=O)c1cc(CN2C(=O)c3cccnc3C2=O)ccc1OC	0%	5	3	-1.8	3	1%	11%	4%	1%
CCCCn1c(-c2ccco2)nc2oc3ccccc3c(=O)c2c1=O	10%	5	8	-3.6	-5	0%	35%[activator]	-7%	-7%
Cc1ccc(C)c(COc2coc(CN3CCN(C(=O)c4ccco4)CC3)cc2=O)c1	-2%	8	2	-0.7	1	3%	1%	-6%	0%
O=C(Nc1cccc(F)c1)C1CCN(C(=O)NCc2ccccc2)CC1	6%	-17	0	0.1	-5	1%	?	-5%	-6%
Cc1ccc(S(=O)(=O)N2CCOCC2)cc1NC(=O)c1cccc(S(=O)(=O)N2CCCC2)c1	2%	16	-1	0.4	4	-1%	2%	-3%	-3%
CCCN(CCC)C(=O)Cn1c(=O)c2ccccc2n2c(=S)sc(-c3ccccc3C)c12	-3%	-24	4	0.3	1	-4%	1%	-6%	-8%
O=C(NCCCN1CCOCC1)[C@@H]1CSC2c3ccccc3C(=O)N21 (stereo not given in full)	4%	-13	-6	-2.1	-6	62%	0%	?	-8%
Nc1c(C(=O)NCc2ccccc2)nnn1Cc1ccccc1	-2%	-13	7	2.7	-5	0%	-17%	-4%	3%

# Profiles, looked up by structure. Order of values: GLP-1R agonist | D3 antag | PI5P4K alpha inh | IL-2 act | D3 ag | GLP1R cytotox | GLP-1R inv ag | PLK1 PBD block | WRN helicase inh
# Profile of `C[C@H](CO)N1C[C@H](C)[C@@H](CN(C)S(=O)(=O)c2cccc(F)c2)OCc2cn(nn2)CCCC1=O` = 5% | 1 | -1 | -0.7 | -4 | 0% | 9% | ? | 7%
# Profile of `CCC(CC)c1nnc(NC(=O)C2CCCO2)s1` (stereo not given) = 5% | 0 | -6 | -0.2 | 2 | -20% | 7% | -29% | -12%
# Profile of `Cc1ccc(S(=O)(=O)N2CCOCC2)cc1NC(=O)c1cccc(S(=O)(=O)N2CCCC2)c1` = 2% | 16 | -1 | 0.4 | 4 | -1% | 2% | -3% | -3%

# (more compounds)
compound	GLP-1R agonist	D3 antag	PI5P4K alpha inh	IL-2 act	D3 ag	GLP1R cytotox	GLP-1R inv ag	PLK1 PBD block	WRN helicase inh
COc1cc(C(=O)N2CCN(C(=O)CC(C)C)CC2)cc(OC)c1OC	1%	23	·	2.9	-1	-10%	1%	-4%	-6%
CCC(CC)COC(=O)C1=C(C)NC(=O)NC1c1cccc([N+](=O)[O-])c1 (stereo not given)	-4%	30	2	0.2	5	-9%	?	1%	-3%
COC(=O)c1c(C)cccc1C1CN=NC12Cc1ccccc1C2=O (stereo not given)	6%	-9	7	-4.4	-8	-5%	-13%	4%	-11%
O=C(c1cc(-c2cccs2)nn1-c1ccccc1)N1CCN(S(=O)(=O)c2ccccc2)CC1	7%	29	0	-3.4	-15	0%	?	-6%	-13%
Cc1cc(C)c2nc(NC(=O)c3ccc(S(=O)(=O)N4CCCC4)cc3)sc2c1	14%	·	·	·	0	2%	-1%	·	·
Cc1ccc(NC(=O)CN2CCN(Cc3ccccc3)CC2)cc1	1%	-26	1	-0.6	-16	2%	-34%	-8%	2%
Cc1cc(C)c2c(CN(Cc3ccccc3)Cc3ccccc3)cc(=O)oc2c1	2%	?	3	-0.5	-3	7%	?	-15%	-3%
N/C(Cc1cccs1)=N\OC(=O)COc1ccc(Br)cc1	-1%	34	-3	-4.1	0	11%	0%	0%	-14%
CC(c1ccco1)N(C(=O)COc1ccc(Cl)cc1)c1ccccn1 (stereo not given)	7%	-7	1	0.0	1	2%	?	-2%	-4%
COc1ccc(N(C(=O)c2ccccc2OC)C2C=CS(=O)(=O)C2)c(OC)c1 (stereo not given)	6%	16	·	0.6	3	-2%	47%[activator]	-4%	-12%[57.1 µM]
C/C(=N\NC(=O)c1cc(C)nc2ccccc12)c1cccs1	-3%	-9	0	-0.7	0	-12%	-21%	-8%	-5%
CN1CCN(C(=O)C2CCN(c3ncnc4c3nc3n4CCCCC3)CC2)CC1	-1%	11	8	-0.2	-7	2%	5%	?	-8%

# Filtered by structure, those above containing a thiophene ring, fused or not
compound	GLP-1R agonist	D3 antag	PI5P4K alpha inh	IL-2 act	D3 ag	GLP1R cytotox	GLP-1R inv ag	PLK1 PBD block	WRN helicase inh
O=C(c1cc(-c2cccs2)nn1-c1ccccc1)N1CCN(S(=O)(=O)c2ccccc2)CC1	7%	29	0	-3.4	-15	0%	?	-6%	-13%
N/C(Cc1cccs1)=N\OC(=O)COc1ccc(Br)cc1	-1%	34	-3	-4.1	0	11%	0%	0%	-14%
C/C(=N\NC(=O)c1cc(C)nc2ccccc12)c1cccs1	-3%	-9	0	-0.7	0	-12%	-21%	-8%	-5%

# Next compounds:
compound	GLP-1R agonist	D3 antag	PI5P4K alpha inh	IL-2 act	D3 ag	GLP1R cytotox	GLP-1R inv ag	PLK1 PBD block	WRN helicase inh
CCOc1ccc(C(=O)NCCCN2CCOCC2)cc1OCC	4%	9	-2	-0.7	1	0%	46%[activator]	-2%	-2%[57.1 µM]
CCc1ccc(C(=O)COC(=O)CNC(=O)C2CCCCC2)cc1	6%	-9	4	2.9	-4	3%	0%	-13%	11%
COC(=O)Cn1c(C)nc2c(sc3nc(C)cc(C)c32)c1=O	25%	3	4	0.4	4	-13%	46%[activator]	0%	-20%
CCS(=O)(=O)N1CCN(C(=O)c2ccc(-c3ccccc3)cc2)CC1	3%	31	-14	0.4	-1	-7%	-9%	-13%	0%
Cc1nc2ccc(NC(=O)/C=C/C(=O)O)cc2nc1C	7%	6	0	2.5	5	11%[7.66 µM]	-3%[7.66 µM]	-19%	-8%
C=CCNC(=O)c1oc2ccc(S(=O)(=O)N3CCC4(CC3)OCCO4)cc2c1C	-1%	21	-2	-3.8	-1	-6%	0%	1%	2%
Cc1ccccc1S(=O)(=O)NC(=O)C1(C)CCN1C(=O)C(C)(C)c1ccccc1 (stereo not given)	-3%	-17	-5	0.8	7	-2%	?	1%	4%
COc1ccc(S(=O)(=O)N2CCN(C(=S)NCC3CCCO3)CC2)cc1OC (stereo not given)	6%	6	-9	-0.9	3	0%	11%	-9%	-2%
CN(C)c1ccc(C(CNS(=O)(=O)c2cccc([N+](=O)[O-])c2)N2CCOCC2)cc1 (stereo not given)	5%	-24	-10	0.1	-13	0%	0%	-2%	6%
COc1ccccc1OCc1nnc(SCCN2CCOCC2)o1	6%	-21	·	0.7	-7	-4%	0%	-1%	-14%
COc1cc(NC(=O)c2ccnnc2)cc(C(=O)Nc2cccc(C(F)(F)F)c2)c1	5%	12	1	-0.5	2	7%	-16%	4%	-2%
O=C(CSc1nnc(Nc2ccccc2)s1)Nc1cccc(S(=O)(=O)N2CCCCC2)c1	-2%	-3	0	0.0	-4	-24%	?	-5%	-26%[57.1 µM]
CCc1ccc(NC(=O)CSc2nnc(CNC(=O)c3cccs3)o2)cc1	0%	3	2	-3.6	-8	5%	10%	-11%	1%
COc1cc(/C=C/C(=O)Nc2ccncc2)cc(OC)c1OC	0%	3	3	-0.6	-3	17%	57%[activator]	-7%	?
COc1ccccc1-n1nc(C(=O)Nc2ccc3c(c2)OCO3)c2ccccc2c1=O	1%	-2	8	0.4	8	71%[activator]	11%	-3%	3%
Cc1nn(-c2ccccc2)c(Cl)c1C(=O)OCC(=O)N(C)c1c(N)n(Cc2ccccc2)c(=O)[nH]c1=O	-3%	12	1	0.9	-1	-13%	19%	1%	0%
CN1C(=O)c2ccccc2C(O)c2ccccc21 (stereo not given)	5%	-12	-7	0.3	-2	4%	-5%	-4%	9%
CC(C)NC(=O)CSc1nnc(-c2ccc(F)cc2)c2ccccc12	11%	-4	1	-0.5	-5	-5%	-9%	-7%	1%
Cc1c(Cl)c([N+](=O)[O-])nn1CCCC(=O)Nc1c(Cl)cccc1Cl	-2%	0	-5	1.8	-8	-18%	-19%	-10%	8%
CC(=O)c1sc(NC(=O)c2ccccc2C)nc1C	9%	5	0	0.4	8	-3%	6%	2%	-7%
C[C@@H]1CN([C@@H](C)CO)C(=O)CCCn2nncc2CO[C@H]1CN(C)Cc1ccncc1	4%	3	6	-2.4	4	-10%	5%	-15%	-5%
C/C(=N\NC(=O)COc1ccc(C(C)(C)C)cc1)c1ccccc1	?	13	11	-0.4	3	17%	?	-2%	-13%
COCCNC(=O)c1nn2cccnc2c1Cl	-12%	1	·	-0.2	-4	9%	0%	3%	5%
